USP2a inh: blocks human ubiquitin-specific protease USP2a; hit rate 0.01% among 330,000; AID 463254; USP2 core, Ub-CHOP2 coupled fluorogenic reporter, 485/531; O75604; Potency, µM (doses to about 38.3 µM), without a hit: top-dose activity change, negative = inhibition, usual class: inhibitors;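 note: potency is the fitted concentration of half-maximal effect; plate controls were DMSO wells for no effect and full inhibition by NEM control for full effect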
Target sequence (O75604 whole entry, looked up): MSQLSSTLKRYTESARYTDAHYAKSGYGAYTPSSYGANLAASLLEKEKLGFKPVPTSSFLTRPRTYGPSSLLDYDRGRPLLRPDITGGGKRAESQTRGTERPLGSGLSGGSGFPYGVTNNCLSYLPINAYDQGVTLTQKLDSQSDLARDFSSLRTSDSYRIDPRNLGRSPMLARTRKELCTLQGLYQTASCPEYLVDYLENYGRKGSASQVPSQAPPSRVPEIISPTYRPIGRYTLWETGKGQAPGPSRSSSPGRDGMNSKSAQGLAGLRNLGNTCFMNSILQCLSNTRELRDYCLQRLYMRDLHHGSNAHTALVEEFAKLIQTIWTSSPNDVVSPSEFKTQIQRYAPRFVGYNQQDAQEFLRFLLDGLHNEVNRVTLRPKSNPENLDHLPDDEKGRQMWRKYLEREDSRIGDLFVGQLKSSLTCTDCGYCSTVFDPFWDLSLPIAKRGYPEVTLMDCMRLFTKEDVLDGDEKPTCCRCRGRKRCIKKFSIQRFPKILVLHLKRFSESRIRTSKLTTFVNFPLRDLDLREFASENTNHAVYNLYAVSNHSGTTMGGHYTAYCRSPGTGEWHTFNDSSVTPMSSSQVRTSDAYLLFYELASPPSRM
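USP2 core (10nM final) preincubated 30min RT with compound in 20mM Tris-HCl pH 8.0, 2mM CaCl2, 2mM beta-mercaptoethanol, 0.05% CHAPS; 25nM Ub-CHOP2 plus 25nM reporter substrate added, fluorescence (Ex485/Em531) read after 60min.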
BRCA1 expr act: BRCA1 expression activation. hit rate 1.1% among 380,000. MCF7-BRCA1-FFLuc reporter, luminescence, 48 h; response scale: scaled: vehicle 0%, 10 µM genistein 100%. Potency, µM (highest dose often 46.1 µM), without a hit: top-dose activation, most hits filed as activators; note: potency is the fitted concentration of half-maximal effect; nearly all actives have a fitted effect of over 80% in size; some results filed as inactive show a strong effect at the top dose
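Quantitative HTS in MCF7 cells stably reporting BRCA1 expression via firefly luciferase. Compound treatment lasts 48 h at 37 °C in phenol-red free MEM. Activation is expressed relative to genistein at 10 microM and DMSO.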
ASM inhibitor: inhibitors of human secretory acid sphingomyelinase | hit rate 0.006% among 340,000 | placental ASM, HMU-PC fluorogenic substrate, 60 min | Potency, µM (top dose mostly 57.5 µM), for the others: at the top dose activity change, negative = inhibition, hits mostly inhibitors | AID 504937; note: potency is the fitted concentration of half-maximal effect
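Steps: dispense placental human ASM, pin compound, wait 10 min at room temperature, add HMU-PC0 substrate at 9 uM final, incubate 60 min at 37 °C, add stop solution raising pH to 10, read fluorescence.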
p53 reactivation: re-activators of mutant p53; H1299 p53-A138V BP100-luciferase reporter, luminescence, 24 h; hit rate 0.063% among 320,000; Potency, µM (highest dose often 92.2 µM), for inactives: at the top dose activity change, positive = activation, usual class: activators; note: potency is the fitted concentration of half-maximal effect; % of control where 0% means no effect; nearly all actives have a fitted effect of over 45% in size
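H1299 (p53-null), stable ts p53-A138V + BP100-Luc; 1000 cells/well, Opti-MEM/10% FBS; cpd 4 pt, 1:5; 24 h, 37 deg C, 5% CO2; detection reagent 10 min RT; luminescence.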
a7 integrin act: integrin-mediated muscular dystrophy alleviation activation; alpha7betagal myoblasts, beta-gal FDG fluorescence, 48 h; Potency, µM (highest dose often 38.3 µM), for the others: at the highest dose activation, actives largely listed as activators; hit rate 0.064% among 350,000; AID 624291;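 note: potency is the fitted concentration of half-maximal effect; 100% = response of the positive control SU9516; nearly all actives have a fitted effect of over 60% in size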
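Alpha7betagal+/- myoblasts (passage 13) were plated 16-24 hr, then exposed to compounds (1:260 dilution of DMSO stock) for 48 hours at 37C. After MPER lysis, β-galactosidase reporter activity was read as FDG fluorescence (ex 480/em 540) after 30 minutes.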
uPA generation: cell surface uPA generation inhibition. cell surface uPA generation assay, qHTS. hit rate 0.31% among 330,000. AID 540303. Potency, µM (top dose mostly 38.3 µM), for inactives: at the top dose activity change, negative = inhibition, usual class: inhibitors; active = well fitted inhibition curve with a large enough effect; inconclusive = small, poorly fitted or top-dose-only effect; inactive = no such curve, though single readings can be large or run the other way; tested in mouse RAW 264.7 cells; note: potency is the fitted concentration of half-maximal effect; % is set by controls: 0 for no effect and ±100 for the full control effect; nearly all actives have a fitted effect of over 55% in size
PTAP TSG101 blk: blocks PTAP/TSG101 interaction to inhibit HIV-1 budding; Q99816; Fluorescence polarization, FITC-PTAP peptide / Tsg101 binding; Potency, µM (doses to about 115 µM), without a hit: at the highest dose activity change, negative = inhibition, hits mostly inhibitors; 340,000 tested, under 10 active; AID 493005; active = well fitted inhibition curve with a large enough effect in the main read-out, with a control signal flat, not every such curve was filed as active; inconclusive = small, poorly fitted or top-dose-only effect, or effect the other way, or a change in a side signal; inactive = no such curve, though single readings can be large or run the other way; note: potency is the fitted concentration of half-maximal effect; % of control where 0% means no effect
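Fluorescence anisotropy tracks displacement of a FITC-tagged PTAP peptide (50 nM) from the Tsg101 binding domain (10 uM), following a 20 min room-temperature incubation at pH 7.5.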
B2AR arrestin: recruits beta-arrestin to the human beta2-adrenergic receptor. beta-arrestin recruitment to beta2AR, cell-based reporter. Potency, µM (highest dose often 46.1 µM), inactives show at the top dose activation, hits mostly activators. hit rate 0.02% among 330,000. AID 492947;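 note: potency is the fitted concentration of half-maximal effect; 0% = DMSO controls and full agonism = EC100 isoproterenol or metaproterenol; nearly all actives have a fitted effect of over 65% in size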
Eya2 inh: blocks the phosphatase activity of human Eya2. O00167. recombinant Eya2, OMFP fluorescence dephosphorylation (OMFP is methylfluorescein phosphate). hit rate 0.006% among 330,000. Potency, µM (highest dose often 76.9 µM), inactives show at the top dose activity, negative = inhibition, most hits filed as inhibitors; note: potency is the fitted concentration of half-maximal effect; % is set by controls: 0 for no effect and ±100 for the full control effect
Target sequence (O00167 whole entry, looked up): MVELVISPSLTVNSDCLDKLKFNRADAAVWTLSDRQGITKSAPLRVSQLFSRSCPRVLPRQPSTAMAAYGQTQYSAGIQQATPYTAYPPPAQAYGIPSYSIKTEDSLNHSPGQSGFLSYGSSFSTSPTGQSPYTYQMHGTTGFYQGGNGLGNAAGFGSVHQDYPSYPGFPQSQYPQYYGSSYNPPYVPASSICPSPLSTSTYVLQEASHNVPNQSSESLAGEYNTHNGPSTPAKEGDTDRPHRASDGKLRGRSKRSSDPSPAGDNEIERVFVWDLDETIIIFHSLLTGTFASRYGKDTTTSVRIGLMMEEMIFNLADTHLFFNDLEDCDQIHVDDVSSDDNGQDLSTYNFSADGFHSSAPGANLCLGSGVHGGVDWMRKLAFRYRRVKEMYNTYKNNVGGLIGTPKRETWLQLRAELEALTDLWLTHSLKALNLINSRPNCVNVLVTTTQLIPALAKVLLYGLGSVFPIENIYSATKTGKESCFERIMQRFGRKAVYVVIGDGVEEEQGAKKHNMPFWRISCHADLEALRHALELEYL
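Eya2 (0.2 uM) preincubated 10 min at ambient with compound, then OMFP substrate added at 50 uM; 10 min reaction in 50 mM HEPES pH 7.5, 50 mM NaCl, 5 uM MgCl2, 0.05% BSA, 1 mM DTT. Fluorescence read at Ex 485/Em 525 nm.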
ELG1 genotoxic: genotoxicity induction in ELG1-luciferase HEK293T cells. AID 504466. hit rate 1.3% among 330,000. Potency, µM (series often up to 46 µM), without a hit: at the top dose activity change, positive = activation, usual class: activators. HEK293T ELG1-luciferase reporter, luminescence, 16 h; note: potency is the fitted concentration of half-maximal effect; % of control where 0% means no effect; nearly all actives have a fitted effect of over 60% in size
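Cells (2,000/well) expressing the ELG1-luciferase fusion are dosed by pin tool and kept 16 hr at 37 °C, 5% CO2. Signal comes from ONE-Glo luciferase reagent after 30 min at room temperature.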
TRPV1 agonist: human TRPV1 agonism. hit rate 0.19% among 320,000. TRPV1-expressing cells, Fluo-8 calcium influx, agonist mode. Q8NER1. activation, % at 8.33 µM; in the data active = activation above about 80%; inconclusive = between about 30% and that limit; note: 0% is about no effect
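Fluo-8 calcium influx in TRPV1-expressing cells, kinetic read (ex 480/em 520 nm). Compound added and read 3 min for agonist activity, followed by capsaicin at EC20 final and 2 min further read for enhancement.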
Numbers without * were called inactive; ? = inconclusive; . = no result given; & = joins results of further samples; [ ] = dose if it differs, or a comment. Unless noted, calls come from the whole dose curve; as a rule, active = well fitted curve in the direction sought with a large enough effect; inconclusive = small, poorly fitted or top-dose-only effect, or another doubt; inactive = no such curve, though single readings can be large; an effect the other way counts as inactive or inconclusive.

SMILES	USP2a inh	BRCA1 expr act	ASM inhibitor	p53 reactivation	a7 integrin act	uPA generation	PTAP TSG101 blk	B2AR arrestin	Eya2 inh	ELG1 genotoxic	TRPV1 agonist
Clc1ccc(COc2ccccc2CNCc2cccnc2)cc1	1%	-46%	-1%	0%	-25%	-11%	-8%	-0.2%	-34%	-17%	5
Cc1noc(C)c1S(=O)(=O)N(CC(=O)NCc1ccccc1)c1ccc(C(C)C)cc1	2%	-21%&-1%	-4%	3%	-21%	-4%	1%	0.3%	-13%	4%	7
COc1cc(/C=C(/C#N)c2ccccc2F)ccc1OCc1ccccc1	0%	-5%	2%	11%	-34%	-1%	-2%	0.0%	2%	-2%	-8
Cc1c(N=N/C(C(=O)Nc2ccccc2)=C(/O)c2ccccc2)c(=O)n(-c2ccccc2)n1C	10%	8%	-21%	6%	19%	-1%	?	0.4%	26%	-14%	11
Cc1ccc(S(=O)(=O)NCC(=O)OCC(=O)c2cccs2)cc1	-1%	-6%	2%	8%	5%	2%	-3%	-0.2%	1%	-2%	-3
COc1ccc(C)cc1C(=O)CCC(=O)Nc1ccccc1N1CCOCC1	0%	1%	1%	-35%[inhibitor]	-16%	2%	-1%	-0.3%	-23%	-9%	10
Cc1csc(NC(=O)CSc2nnc(-c3ccoc3C)n2Cc2ccco2)n1	0%	7%	3%	-10%	13%	-1%	-5%	0.1%	-4%	-3%	2
Cc1noc(C)c1COC(=O)c1cccnc1Cl	1%	-4%	1%	0%	22%	6%	2%	0.8%	6%	0%	1
O=C(NNC(=O)c1cccc2ccccc12)c1ccco1	1%	6%	-1%	-1%	-24%	1%	-5%	0.3%	-38%	0%	-4
COc1cc(CNn2cn[nH]c2=S)cc(Cl)c1OCc1ccc(F)cc1	2%	-58%	-5%	-16%	6%	-1%	-5%	-0.3%	-14%	-2%	?
CCN(CC(=O)Nc1ccc(S(=O)(=O)N2CCCC2)cc1)CC(=O)Nc1ccccc1C(F)(F)F	1%	-5%	-3%	-1%	-20%	-29%	-3%	0.5%	-15%	-1%	.
O=C(Cn1nc(-c2nn(CC(=O)c3ccccc3)c3[n+]2CCCCC3)[n+]2c1CCCCC2)c1ccccc1	0%	0%	5%	0%	0%	-1%	-7%	3.0%	2%	2%	-1
C/C(N)=C(/C#N)C(=O)CSc1ccccc1F	1%	?	0%	3%	13%	0%	-5%	0.1%	-4%	?	3
CCN1CCN(C(=O)c2sc3nc(C)nc(N4CCC(C)CC4)c3c2C)CC1	1%	-15%	2%	-19%	-9%	-4%	-2%	-0.3%	5%	0%	16
COc1ccc(CNCc2c(F)cccc2F)cc1OC	1%	-4%	6%	8%	-2%	-1%	1%	0.4%	11%	6%	2
O=C(Nc1ccc(F)cc1)Nc1ccc(N2CCCC2)c(S(=O)(=O)Nc2ccccc2Cl)c1	-15%	-76%	-8%	22%	-59%[inhibitor]	-10%	-3%	-2.0%	-3%	-3%	?
COC(=O)c1c(-c2ccc(C)cc2)csc1NC(=S)NC(=O)c1cc(OC)cc(OC)c1	1%	-7%	2%	5%	-8%	7%	-8%	0.8%	2%	-3%	-1
S=C(Nc1ccc(Cl)cc1)NC1CC2CCCC(C1)N2C1CCCC1 (stereo not given)	2%	-57%	-2%	-4%	-44%	-5%	-4%	-0.4%	7%	-7%	.
O=c1[nH]cc(S(=O)(=O)N2CCN(c3cccc(Cl)c3)CC2)c(=O)[nH]1	0%	-1%	-1%	-1%	-8%	-3%	0%	-0.2%	1%	2%	0
CC(=O)NCC(=O)NC1CC(C)(C)Cc2c1cnn2-c1ccccc1 (stereo not given)	-9%	-16%	-1%	8%	-3%	0%	-4%	-0.9%	10%	0%	-5
COc1ccc(NC(=O)NC2(C(=O)N3CCN4CCCC4C3)CCCCC2)cc1 (stereo not given)	1%	28%	0%	9%	-11%	-14%	-5%	0.8%	-4%	6%	-1
COc1cc(CN2CCc3ccccc3C2)cc([N+](=O)[O-])c1O	1%	-28%	-2%	-17%	4%	-3%	-5%	-0.7%	-5%	-6%	-2
Cc1nn(Cc2ccc(Cl)cc2)c(C)c1NC(=O)c1cc(C(C)C)on1	2%	-44%	-2%	-7%	-32%	1%	-7%	0.3%	-10%	-55%[inhibitor]	0
O=C(NCCO)N1c2ccccc2Sc2ccccc21	9%	14%	1%	.	14%	-1%	0%	0.0%	16%	0%	4
CCN(C(=O)COC(=O)c1cc([N+](=O)[O-])ccc1N1CCOCC1)C1CCS(=O)(=O)C1 (stereo not given)	-1%	-21%	.	0%	21%	11%	-3%	0.1%	-19%	-1%	-2

Next section
SMILES	USP2a inh	BRCA1 expr act	ASM inhibitor	p53 reactivation	a7 integrin act	uPA generation	PTAP TSG101 blk	B2AR arrestin	Eya2 inh	ELG1 genotoxic	TRPV1 agonist
CC1CCCC1/C(=N/O)c1ccccc1 (stereo not given)	-9%	0%	0%	-1%	-28%	-1%	1%	0.6%	10%	-1%	5
CCN=C1SC(C(=O)NCCc2ccccc2)CC(=O)N1CC (stereo not given)	1%	0%	0%	-2%	9%	-1%	-3%	-0.7%	-9%	-2%	0
CCCCC(=O)Nc1sc2c(c1-c1nc3ccccc3s1)CCN(C(C)=O)C2	0%	.	.	-12%	.	.	.	0.8%	-19%	-33%[inhibitor]	15
C=CCN(Cc1cc(OC)ccc1OC)C(=O)c1cc2ccc(OC)cc2[nH]1	-2%	-40%	0%	1%	0%	?	-3%	-0.1%	17%	-9%	-10
O=C(CC(c1ccccc1)c1ccccc1)N1CCN(c2ccccn2)CC1	0%	-27%	2%	2%	-2%	8%	-4%	0.6%	-2%	3%	-4
O=C(c1c[nH]c2ccc(S(=O)(=O)N3CCOCC3)cc2c1=O)N1CCN(c2ccccn2)CC1	2%	9%	3%	-1%	1%	5%	-3%	0.0%	-2%	-1%	1
O=C(CN1CCC(n2nnc3cc(C(F)(F)F)ccc32)CC1)Nc1ccc2c(c1)OCCO2	-1%	1%	-3%	24%	-15%	-4%	-6%	3.6%	8%	1%	5
COc1ccccc1CN(CC(=O)NCc1ccc(F)cc1)C(=O)c1csnn1	3%	-3%	1%	0%	-12%	-2%	2%	-0.4%	2%	-14%	-3
S=C(NCC1CCCO1)Nc1ccc(Nc2ccccc2)cc1 (stereo not given)	-1%	3%	-2%	7%	-15%	-2%	2%	-0.7%	8%	-5%	1
O=C(Nc1ccnn1C1CCN(C(=O)c2cccc(C(F)(F)F)c2)CC1)C1CC1	0%	-3%	4%	2%	-3%	1%	-1%	0.4%	-2%	-2%	2
CCOC(=O)c1cncc(C#CCO)c1	-1%	0%	3%	2%	-6%	0%	0%	0.5%	15%	1%	2
O=S(=O)(c1cccs1)N1CCN(c2ccc(O)cc2)CC1	-1%	-22%	-3%	-1%	-54%[inhibitor]	-4%	2%	3.4%	-2%	1%	1
CCN(C(=O)c1cc2c(=O)n3cccc(C)c3nc2n1CCCOC)C1CCCCC1	-3%	-33%	.	-7%	15%	-4%	-4%	-0.8%	-21%	-13%	?
CCOC(=O)c1cnc2c(Cl)cc(Cl)cc2c1NCCCN1CCOCC1	2%	10%	16%	.	-14%	0%	3%	-0.8%	6%	-1%	8
O=C(COC(=O)Cn1nnc(-c2ccccc2)n1)Nc1cc(F)ccc1F	3%	-12%	-3%	-4%	-3%	6%	-1%	0.0%	5%	2%	.
CCOC(=O)c1ccc(N2C(=O)C(CC(N)=O)N(CCc3ccc(OC)c(OC)c3)C2=S)cc1 (stereo not given)	2%	-1%	1%	4%	-16%	9%	2%	-0.2%	-20%	-2%	2
COc1ccc2oc(=O)c(C(=O)N3CCN(c4ccccc4)CC3)cc2c1	3%	1%	2%	9%	9%	5%	-6%	0.3%	9%	28%	6
CCOC(=O)c1ccc(NCc2ccc(N(C)C)cc2)cc1	0%	3%	4%	-2%	10%	-3%	-5%	-0.6%	-6%	1%	11
CCCN(CC(=O)Nc1ccccc1C)C(=O)CCNC(=O)c1ccccc1Cl	2%	-5%	-1%	7%	11%	5%	-5%	-0.2%	-13%	13%	2

Complete entries, quoted from the list. Order of values: USP2a inh	BRCA1 expr act	ASM inhibitor	p53 reactivation	a7 integrin act	uPA generation	PTAP TSG101 blk	B2AR arrestin	Eya2 inh	ELG1 genotoxic	TRPV1 agonist
`CCCCC(=O)Nc1sc2c(c1-c1nc3ccccc3s1)CCN(C(C)=O)C2` is entered as 0%	.	.	-12%	.	.	.	0.8%	-19%	-33%[inhibitor]	15
`CCCN(CC(=O)Nc1ccccc1C)C(=O)CCNC(=O)c1ccccc1Cl` is entered as 2%	-5%	-1%	7%	11%	5%	-5%	-0.2%	-13%	13%	2
`O=C(Nc1ccnn1C1CCN(C(=O)c2cccc(C(F)(F)F)c2)CC1)C1CC1` is entered as 0%	-3%	4%	2%	-3%	1%	-1%	0.4%	-2%	-2%	2

Compound activity: PubChem, National Center for Advancing Translational Sciences (NCATS)
